Screening results deposited in PubChem BioAssay by National Center for Advancing Translational Sciences (NCATS).
RXFP1 antag – qHTS Assay for Antagonists of the Relaxin Receptor RXFP1. activity change, negative = inhibition, % at 57.5 µM. HEK293-RXFP1, relaxin-stimulated cAMP HTRF, 30 min; hits give low values. Relaxin receptor 1 (Homo sapiens), Q9HBX9. 350,000 tested, 0.59% active. AID 1259400, 2018;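 active = activity change of -60% or lower, but not beyond a set lower limit; inconclusive = change between -60% and -40%, or beyond the set limit; inactive = change above -40%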; note: % is set by controls: 0 for no effect and ±100 for the full control effect
D1 antag – Antagonist of Human D 1 Dopamine Receptor: qHTS. D(1A) dopamine receptor (Homo sapiens), P21728. HEK293 TREx D1 cells, calcium flux, dopamine EC80; hits give low values. activity change, negative = inhibition, % at 10 µM. 360,000 tested, 3.2% active. AID 504652, 2011; in the data active = activity change below about -30%; note: % is set by controls: 0 for no effect and ±100 for the full control effect
Target sequence (P21728 whole entry, looked up): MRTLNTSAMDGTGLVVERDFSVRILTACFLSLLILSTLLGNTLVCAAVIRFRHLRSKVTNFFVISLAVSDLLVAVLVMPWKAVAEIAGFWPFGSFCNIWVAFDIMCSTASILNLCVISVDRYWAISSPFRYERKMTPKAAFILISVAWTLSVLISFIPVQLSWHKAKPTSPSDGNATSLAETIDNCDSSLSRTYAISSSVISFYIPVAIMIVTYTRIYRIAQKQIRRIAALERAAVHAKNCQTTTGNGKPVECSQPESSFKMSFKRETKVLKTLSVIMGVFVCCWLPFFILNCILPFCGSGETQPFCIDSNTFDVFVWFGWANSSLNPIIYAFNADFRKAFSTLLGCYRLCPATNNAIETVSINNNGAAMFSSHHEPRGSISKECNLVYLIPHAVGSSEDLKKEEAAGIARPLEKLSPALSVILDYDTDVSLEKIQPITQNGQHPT
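Using tetracycline-induced force-coupled D1 Hek293 cells and a calcium dye, signals were followed for 180 s after compound, then for 180 s after EC80 dopamine, to detect inhibitors.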
Anesthetic bind – qHTS Assay for Identification of Novel General Anesthetics. Ferritin light chain (Equus caballus), P02791. apoferritin/1-aminoanthracene competitive binding, fluorescence. Potency, µM (doses to about 77.5 µM), without a hit: at the highest dose activity change, negative = displacement, hits mostly inhibitors. 350,000 tested, 0.074% active. AID 485281, 2010; note: potency is the fitted concentration of half-maximal effect; % is set by controls: 0 for no effect and ±100 for the full control effect; nearly all actives have a fitted effect of over 20% in size
Target sequence (P02791 2-175 limits assumed): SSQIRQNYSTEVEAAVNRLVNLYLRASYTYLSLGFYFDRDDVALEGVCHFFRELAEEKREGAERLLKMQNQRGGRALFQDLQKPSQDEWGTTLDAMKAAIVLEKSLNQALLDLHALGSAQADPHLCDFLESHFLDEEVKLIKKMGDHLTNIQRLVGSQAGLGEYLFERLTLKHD
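In PBS, apoferritin at 10 uM is loaded with 1-AMA from a 50% saturated solution. After 10 min of compound exposure at ambient temperature, reduced 535 nm fluorescence indicates probe displacement.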
RXFP1 agonist – qHTS Assay for Agonists of the Relaxin Receptor RXFP1; AID 2676, 2010; 370,000 tested, 0.3% active; HEK293T-RXFP1 cAMP TR-FRET, 30 min; response scale: percent of porcine relaxin response, buffer zero; Relaxin receptor 1 (Homo sapiens), Q9HBX9; Potency, µM (highest dose often 57.5 µM), for the others: at the top dose activation, usual class: activators; note: potency is the fitted concentration of half-maximal effect; % is set by controls: 0 for no effect and ±100 for the full control effect; nearly all actives have a fitted effect of over 60% in size; many of its hits are not listed in these tables
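HEK293 cells stably expressing RXFP1, treated 30 min at 37C with compounds plus PDE4 inhibitor Ro 20174; cAMP measured by HTRF TR-FRET. Normalized to buffer and 29 nM porcine relaxin; EC50 by Hill fit.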
TRHR PAM – qHTS for Small Molecule Agonists and Allosteric Enhancers of Human TRH Receptor: Primary Screen for Enhancers. 360,000 tested, 0.66% active. AID 493056, 2011. enhancement, % at 2 µM. Thyrotropin-releasing hormone receptor (Homo sapiens), P34981. TRHR cells, fluo-8 calcium fluorescence, EC20 TRH enhancement; in the data active = enhancement above about 30%; note: 0% is about no effect
Target sequence (P34981 whole entry, looked up): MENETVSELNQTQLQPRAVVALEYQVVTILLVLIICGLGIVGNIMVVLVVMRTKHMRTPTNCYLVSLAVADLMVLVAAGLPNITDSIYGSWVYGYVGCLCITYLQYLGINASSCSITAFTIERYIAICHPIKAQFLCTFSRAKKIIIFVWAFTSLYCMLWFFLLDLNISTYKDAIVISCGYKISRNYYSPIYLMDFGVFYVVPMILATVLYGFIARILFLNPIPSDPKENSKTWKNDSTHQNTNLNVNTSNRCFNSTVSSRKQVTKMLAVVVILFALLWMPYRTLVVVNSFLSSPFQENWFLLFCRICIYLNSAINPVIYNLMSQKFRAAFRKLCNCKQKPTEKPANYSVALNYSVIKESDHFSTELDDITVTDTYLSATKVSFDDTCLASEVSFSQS
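TRHR-expressing cells loaded with fluo-8 calcium dye were read kinetically (ex 480/em 530) during compound addition, then stimulated with an EC20 of TRH (10 nM final). Enhancement of the Gq-mediated intracellular calcium response was scored.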
TRHR agonist – qHTS for Small Molecule Agonists and Allosteric Enhancers of Human TRH Receptor: Primary Screen for Agonists; activation, % at 2 µM; Thyrotropin-releasing hormone receptor (Homo sapiens), P34981; TRHR cells, calcium flux fluo-8, FDSS agonist mode; 360,000 tested, 0.18% active; in the data active = activation above about 30%; note: 0% is about no effect
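TRHR-expressing cells, plated overnight in medium with 10% serum, were loaded with fluo-8 calcium dye at room temperature. After a 10 s baseline, library compound was pin-added and calcium release was recorded kinetically (ex 480/em 530) as agonist response.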
D2 potentiator – HTS Assay for Positive Allosteric Modulators of the Human D2 Dopamine Receptor: Primary Screen for Potentiators. D(2) dopamine receptor (Homo sapiens), P14416. HEK293 T-REx D2, calcium flux, EC20 dopamine potentiation. potentiation, % at 10 µM. 340,000 tested, 0.34% active;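 active = potentiation over 3 SD above the plate norm, cut at about 30% in these data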; note: 0% is about no effect
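Cells plated with tetracycline inducer and held overnight at 30 C; calcium dye loaded 30–90 min at room temperature; baseline taken, compound added and read 180 s; EC20 dopamine then added and read 180 s.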
D1 ag – Allosteric Agonists of the Human D1 Dopamine Receptor: qHTS; HEK293 T-REx D1 cells, calcium flux, agonist mode; activation, % at 2 µM; 360,000 tested, 1% active; AID 504660, 2011; in the data active = activation above about 30%; note: 0% is about no effect
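Agonism was scored from calcium flux recorded over 180 s (1 read/s) after pintool compound addition, following a 10-cycle baseline. Cells were inducible force-coupled HEK293 TREx D1, plated overnight at 30 C and loaded with no-wash calcium dye.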
D1 potentiator – Potentiators of Human D1 Dopamine Receptor: qHTS; AID 504651, 2011; D(1A) dopamine receptor (Homo sapiens), P21728; potentiation, % at 10 µM; HEK293 TREx D1 cells, calcium flux, dopamine EC20 potentiation; 360,000 tested, 0.036% active; in the data active = potentiation above about 30%; note: 0% is about no effect
The depositor's hits bear a star; ? = inconclusive; . = not tested or not shown; & = joins results of further samples; [ ] = dose if it differs, or a comment. Unless noted, calls come from the whole dose curve; as a rule, active = well fitted curve in the direction sought with a large enough effect; inconclusive = small, poorly fitted or top-dose-only effect, or another doubt; inactive = no such curve, though single readings can be large; an effect the other way counts as inactive or inconclusive. These rows are one share of the data, so the mix of outcomes need not match the whole.

SMILES | RXFP1 antag | D1 antag | Anesthetic bind | RXFP1 agonist | TRHR PAM | TRHR agonist | D2 potentiator | D1 ag | D1 potentiator
CCC1CCCCN1CCCNC(=O)c1ccc2c(c1)NC(=O)CN2C (configuration not stated) | -6 | 0 | -15% | 1.1% | 2 | 0.9 | -6 | 3 | -8
O=c1cc(NS(=O)(=O)c2ccccc2)nc(SCc2ccc(Cl)cc2)[nH]1 | . | -36* | ? | -1.3% | 3 | -0.5 | 19 | 18 | -6
O=c1[nH]nc(CSCc2ccccc2Cl)[nH]1 | -27 | 2 | -20% | 0.0% | -4 | 0.2 | -8 | 0 | -1
Cc1cc(C(=O)N2CCCC(Nc3ccccc3)C2)c2ccc(F)cc2n1 (configuration not stated) | 4 | -33* | -10% | -2.9% | 3 | -0.1 | 7 | 1 | -23
CCc1nn(C(CC)C(=O)NCc2ccc(OC)c(OC)c2)c(=O)c2cc3oc(C)cc3n12 (configuration not stated) | . | 41 | -11% | 1.4% | 41* | -2.0 | -4 | 1 | 4
COCCCn1c(-c2ccc(S(=O)(=O)N3CCOCC3)cc2)csc1=Nc1ccccc1 | 8&-2 | -2&-10 | -6%&1% | 5.3%&23% | -2&7 | -0.3&-0.5 | 2&0 | 1&7 | 0&-8
O=C1N/C(=N\N=C\c2cccs2)SC1Cc1ccc(Cl)cc1 (configuration not stated) | -13 | 1 | 10% | -0.5% | 5 | 0.2 | -6 | 2 | -2
CCN1CCN(CCC(=O)Nc2ccccc2)CC1 | -14 | 4 | -5% | -0.2% | 7 | 1.1 | 11 | 7 | 3
Cc1ccc(NC(=O)c2nc[nH]c2C(=O)N2CCN(C(=O)OC(C)(C)C)CC2)cc1 | . | . | . | 0.5% | -19 | -0.7 | -12 | -4 | -6
Cc1ccc(-n2nc(C(=O)Nc3ccc(C)c(F)c3)c(=O)n(C)c2=O)cc1 | -4 | 13 | ? | 2.4% | -2 | 0.3 | 3 | -1 | 0
O=C1C2C3C=CC([C@@H]2C(=O)N1C1CCCCC1)[C@H]1C(=O)N(C2CCCCC2)C(=O)C31 (some centres not stated) | -1 | -3 | -7% | -0.2% | 1 | 0.9 | -2 | 4 | -2
CC1=C(C(=O)NCc2ccccn2)C2(CCC(C)CC2)OC1=O (configuration not stated) | 2 | 36 | -9% | -0.3% | -4 | 0.0 | 10 | 4 | -1
COc1ccccc1N1CCN(/N=C/c2cccc(OC)c2O)CC1 | 7 | -2 | -6% | -1.1% | -4 | -1.2 | -5 | 4 | 0
Cc1ccccc1C(=NCCCN(C)C)c1ccccc1C | -16 | -26 | -6% | 1.3% | 0 | 0.2 | -19 | 3 | -1
CCOc1ccc(C(=O)/C=C/c2ccccc2C(F)(F)F)cc1 | 0 | -21 | -15% | -1.1% | -5 | 0.3 | 0 | 5 | -5
O=[N+]([O-])c1cccc(Cl)c1N1CCOCC1 | -2 | 3 | -16% | 2.2% | 7 | -0.2 | 3 | -1 | 5
CCCCc1ccc(NC(=O)CSC2=NN3CCCC(=O)N=C3S2)cc1 | -8 | -11 | ? | 0.9% | -25 | -1.7 | 0 | 7 | .
CCOC(=O)N1CCC(NC(=O)c2cc3c(-c4cccc(OC)c4)nn(C)c3s2)CC1 | 2 | -43* | -2% | 9.4% | 2 | -0.5 | . | 3 | -1
Cc1ccc(-n2ncc(Br)c(Br)c2=O)cc1 | -3 | . | -18% | ? | -2 | -1.2 | -3 | 1 | 7
O=C(CC1C(=O)NCCN1CC(c1ccccc1)c1ccccc1)NC1CC1 (configuration not stated) | -7 | 15 | -6% | 1.3% | -8 | 1.0 | 5 | 1 | -4
CCOc1ccc(CCNC(=O)c2nnn(CC(=O)Nc3c(C)cc(C)cc3C)c2N)cc1OCC | 1 | -1 | 0% | 4.0% | -7 | 0.0 | -9 | 1 | 1
Cc1ccccc1-c1ccc(CN2CCN(C)C(CCO)C2)cc1 (configuration not stated) | -16 | 8 | -8% | 0.4% | -5 | 0.1 | -14 | 9 | -6
CN(C)/C=N/S(=O)(=O)c1ccc(Cl)c(Cl)c1 | -5 | 5 | 21% | 2.2% | -2 | -1.5 | 0 | 2 | 3
O=C(c1ccccc1CCc1ccccc1)N1CCCC1 | -7 | 1 | -14% | 0.7% | 8 | -0.3 | 1 | 5 | 4
Cc1cc(C)nc(SC2=CS(=O)(=O)c3ccccc32)n1 | -2 | -2 | 1% | -0.3% | 8 | 0.0 | 19 | 1 | -5

2 of these compounds, set out differently:
molecule	RXFP1 antag	D1 antag	Anesthetic bind	RXFP1 agonist	TRHR PAM	TRHR agonist	D2 potentiator	D1 ag	D1 potentiator
O=C1C2C3C=CC([C@@H]2C(=O)N1C1CCCCC1)[C@H]1C(=O)N(C2CCCCC2)C(=O)C31 (some centres not stated)	-1	-3	-7%	-0.2%	1	0.9	-2	4	-2
CC1=C(C(=O)NCc2ccccn2)C2(CCC(C)CC2)OC1=O (configuration not stated)	2	36	-9%	-0.3%	-4	0.0	10	4	-1

Back to the main list, repeating the 3 entries before the break.
SMILES | RXFP1 antag | D1 antag | Anesthetic bind | RXFP1 agonist | TRHR PAM | TRHR agonist | D2 potentiator | D1 ag | D1 potentiator
CN(C)/C=N/S(=O)(=O)c1ccc(Cl)c(Cl)c1 | -5 | 5 | 21% | 2.2% | -2 | -1.5 | 0 | 2 | 3
O=C(c1ccccc1CCc1ccccc1)N1CCCC1 | -7 | 1 | -14% | 0.7% | 8 | -0.3 | 1 | 5 | 4
Cc1cc(C)nc(SC2=CS(=O)(=O)c3ccccc32)n1 | -2 | -2 | 1% | -0.3% | 8 | 0.0 | 19 | 1 | -5
OC1(c2cccs2)CN(c2ccc(Cl)cc2)C2=[N+]1CCCS2 (configuration not stated) | -10 | 9 | -8% | 0.1% | -1 | 1.4 | -12 | 6 | 3
Cc1ccc(NC(=O)N2CCN(c3ncccc3C(F)(F)F)CC2)cc1 | 10 | -5 | -15% | -0.8% | -4 | 0.0 | -13 | 3 | -2
O=C(NNS(=O)(=O)c1ccccc1)c1ccncc1 | 8 | -4 | -2% | -0.3% | 2 | 0.8 | 12 | 1 | 0
CCOC(=O)C(=O)/C(C#N)=C/Nc1ccc(Cl)cc1 | -3 | -3 | -12% | -1.8% | 1 | 0.3 | -25 | 0 | 0
COc1ccc(NC(C)=O)cc1S(=O)(=O)Nc1ccc2c(c1)OCCO2 | -29 | 22 | -4% | -0.1% | 1 | 0.4 | -2 | 4 | 3
COc1cc(NC(=O)c2cccs2)c(OC)cc1NC(=O)CCC(=O)Nc1cccc2ncccc12 | 1 | 2 | -5% | -1.9% | -3 | -1.1 | -14 | 2 | -7
COc1ccc(C2c3[nH]c4ccccc4c3C[C@H]3C(=O)N(c4ccccc4C(=O)N4CCC(C(=O)O)CC4)C(=O)N23)cc1 (some centres not stated) | . | 1 | -4% | -1.1% | 1 | 0.4 | -6 | 2 | 2
COc1ccc(S(=O)(=O)NCC2CCCN(C(=O)CCC(F)(F)F)C2)cc1 (configuration not stated) | 1 | -24 | -5% | 0.6% | -1 | -0.5 | -5 | -1 | -3
OCCN1CCN(CC(O)COc2ccc(C34CC5CC(CC(C5)C3)C4)cc2)CC1 (configuration not stated) | -25 | -42* | ? | 1.7% | -2 | 3.6 | 2 | 63* | -3
COc1ccc(NC(=O)Cn2nnc(-c3ccccc3NS(=O)(=O)c3ccc(OC)cc3)n2)cc1 | -1 | 8 | 13% | -1.0% | 41* | 0.1 | 6 | 0 | -2
Cc1ccc(Cl)c(NC(=S)N(CCCN2CCOCC2)Cc2ccco2)c1 | -13 | -11 | ? | 3.4% | -1 | 0.0 | 15 | 2 | -7
O=C(CSc1nc(-c2ccccc2)c(-c2ccccc2)[nH]1)NCc1ccco1 | -20 | 13 | ? | 2.5% | -8 | 0.1 | 14 | 0 | -2
COc1cc(C2=NOC(C(=O)N3CCN(c4ccc(F)cc4)CC3)C2)cc(OC)c1OC (configuration not stated) | 13 | 5 | ? | 2.3% | -5 | -0.7 | . | 3 | -7
COc1ccc(S(=O)(=O)NC2CCN(C#N)CC2)cc1 | . | -11 | . | . | 0 | 1.6 | . | 0 | -1
CCCC(=O)c1ccc(N2CCC(C)CC2)c(F)c1 | -10 | -11 | -6% | -1.5% | -1 | 0.4 | 0 | 1 | 1
C=CCNC(=O)c1onc(CSc2ccccc2CC)c1C(=O)O | . | 4 | -11% | 0.4% | -8 | 0.0 | 3 | 0 | 4
Cc1cccc(C(=O)NCCc2nc3ccccc3n2CCC(C)C)c1 | -8 | -10 | 61%[activator] | 0.2% | -9 | -1.0 | -1 | 2 | -1
Cc1ccc(/C=N/n2c(-c3ccccc3)n[nH]c2=S)cc1 | 6 | -4 | -16% | 3.5% | -1 | -0.4 | 2 | 1 | -1
CCC(=O)NC(=S)N1CCN(c2ccc([N+](=O)[O-])cc2Cl)CC1 | -2 | -5 | -12% | -1.5% | 3 | -0.6 | 3 | 4 | -1
CC(=O)c1cccc(NC(=O)c2nc(-c3ccccc3)n(-c3ccccc3)n2)c1 | . | -14 | -2% | -2.2% | -1 | -0.3 | -4 | 5 | -2
Cc1ccc(CNC(=O)C2c3ccccc3C(=O)N3CCc4ccccc4C23)o1 (configuration not stated) | 14 | 5 | -17% | 2.9% | 2 | -0.3 | -18 | 1 | -6
CC1CC1C(=O)Nc1cc(C(F)(F)F)ccc1N1CCOCC1 (configuration not stated) | 6 | 18 | -10% | 0.1% | -11 | -0.5 | 4 | 2 | 3
Cc1ccc(C)c(C(=O)CSc2nc(-c3ccccc3)nc3c2CCCC3)c1 | . | 14 | -7% | 0.0% | 9 | -0.1 | -1 | 1 | 3
O=C(NC1CCN(S(=O)(=O)c2ccccc2)CC1)C1CCCCC1 | -7 | -2 | -13% | -2.1% | 0 | -0.4 | -8 | -1 | 8
CCOc1ccc(Nc2nc3cc(S(=O)(=O)CC)ccc3o2)cc1 | -13 | 1 | -7% | 0.0% | 12 | -0.1 | 2 | 0 | 4
